Source: PubChem BioAssay (several laboratories)
KOR beta-arrestin-1: KOR agonists, beta-arrestin recruitment, primary screen, cell-based, luminescence, uHTS (AID 1777); KOR beta-arrestin recruitment, luminescence; higher % means a stronger effect; one-dose activation, % at 10 µM; EC50 in µM for titrated hits; 280,000 compounds, 0.02% hits; in the data active means activation above about 50%, passing the limit was not always enough; further: a part of the inactive calls stands beside numbers as strong as those of hits
NOD1 NF-kB reporter: NOD1 signaling inhibitors, primary screen, cell-based, luminescence, uHTS (AID 1578) | NOD1-driven NF-kB luciferase reporter cells, luminescence; higher % means a stronger effect | 290,000 compounds, 1% hits | one-dose inhibition, % at 4 µM; EC50 in µM for titrated hits; in the data active means inhibition mostly above about 36%, no sharp cut-off; inactive means mostly below about 34%;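 further: HEK-293T reporter cells stimulated with the NOD1 agonist gamma-tri-DAP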
KOR beta-arrestin-2: kappa opioid receptor blockers – cell-based, luminescence, uHTS (AID 1778). KOR beta-arrestin recruitment, luminescence, antagonist mode; higher % means a stronger effect. inhibition, % at 10 µM; hits with a dose series show IC50 in µM. 290,000 compounds, 0.091% hits; in the data active means inhibition above about 50%; further: strong numbers were not always called active
Rac1 GTP hydrolysis: MgcRacGAP GTPase-activating activity inhibitors, confirmation, biochemical, ADP Hunter fluorescence; MgcRacGAP-stimulated Rac1 GTP hydrolysis, ADP Hunter fluorescence; higher % means a stronger effect; GST-tagged Rac1 F28L mutant substrate; one-dose inhibition, % at 30 µM; IC50 in µM for titrated hits; 340,000 compounds, 0.6% hits; AID 624330;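 active means first-screen hits whose inhibition reached a set limit at any dose in the follow-up dose series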;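 further: fluorescence reports GDP produced by GAP-driven GTP hydrolysis; strong numbers were not always called active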
K1F lysis inhibition: protection from phage-mediated lysis, alamar blue read-out – E. coli UTI89, K1F phage, bacterial capsule biogenesis inhibitors (AID 488966) | one-dose inhibition, % at 100 µM; IC50 in µM for titrated hits | E. coli UTI89 K1F phage lysis, alamar blue, 2 h; higher % means a stronger effect | 340,000 compounds, 0.02% hits;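 active means phage lysis inhibition, versus mean bacterial control, above a set limit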;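 further: capsule biogenesis inhibitors block K1F phage lysis so surviving cells raise fluorescence; higher fluorescence means more inhibition of phage lysis; actives were called in the ten point dose series up to 300 µM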
GPR55 activation: GPR55 agonists via beta-arrestin recruitment, primary screen, imaging, U2OS cells, beta-arrestin-GFP redistribution (AID 1961). U2OS GPR55 beta-arrestin-GFP redistribution imaging; higher % means a stronger effect. one-dose activation, % at 10 µM; EC50 in µM for titrated hits. 290,000 compounds, 0.048% hits;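 active means activation above 40% with more than 50 cells counted in the well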;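 further: U2OS osteosarcoma cells stably expressing GPR55 and beta-arrestin-GFP; plate controls were DMSO negative control for no effect and LPI positive control for full effect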
GPR35 arrestin U2OS: inhibition of zaprinast-stimulated GPR35 beta-arrestin translocation – imaging, U2OS, beta-arrestin-GFP, zaprinast agonist, primary screen (AID 2058); U2OS GPR35 beta-arrestin-GFP translocation imaging, zaprinast antagonism; higher % means a stronger effect; one-dose inhibition, % at 10 µM; IC50 in µM for titrated hits; 290,000 compounds, 0.052% hits;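 active means inhibition of at least 50% with at least 30 cells and total cytoplasm GFP at most 10,000,000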
GPR55 LPI antagonism: inhibition of LPI-stimulated GPR55 beta-arrestin translocation – imaging, U2OS, beta-arrestin-GFP, LPI agonist, primary screen (AID 2013). U2OS GPR55 beta-arrestin-GFP translocation imaging, LPI antagonism; higher % means a stronger effect. inhibition, % at 10 µM, or IC50 in µM where a hit was titrated. 290,000 compounds, 0.13% hits;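 active means spots per cell inhibited over 60%, with over 100 cells counted and total cytoplasm intensity under 500,000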;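 further: U2OS cells stably carrying GPR55 and arrestin-GFP stimulated by 5 µM LPI near EC80; imaged beta-arrestin-GFP aggregate spots per cell after agonist stimulation; plate controls were LPI-stimulated DMSO wells for no effect and DMSO wells without LPI for full effect; some results filed as inactive read as strong as hits; confirmed hits need IC50 under 10 µM and bright autofluorescent wells are also inconclusive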
NTR1 agonist: agonists of NTR1, primary screen, imaging, U2OS cells, beta-arrestin-GFP, high content (AID 493036). 330,000 compounds, 0.17% hits. NTR1-U2OS beta-arrestin-GFP spot imaging, agonist mode. activation, % at 20 µM;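 active means activation at or above 40% of the spot to cytoplasm intensity ratio, with at least 20 cells analyzed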;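 further: 0% = DMSO without peptide and 100% = 100 nM NTR1 peptide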
Target sequence (P30989 whole entry, looked up): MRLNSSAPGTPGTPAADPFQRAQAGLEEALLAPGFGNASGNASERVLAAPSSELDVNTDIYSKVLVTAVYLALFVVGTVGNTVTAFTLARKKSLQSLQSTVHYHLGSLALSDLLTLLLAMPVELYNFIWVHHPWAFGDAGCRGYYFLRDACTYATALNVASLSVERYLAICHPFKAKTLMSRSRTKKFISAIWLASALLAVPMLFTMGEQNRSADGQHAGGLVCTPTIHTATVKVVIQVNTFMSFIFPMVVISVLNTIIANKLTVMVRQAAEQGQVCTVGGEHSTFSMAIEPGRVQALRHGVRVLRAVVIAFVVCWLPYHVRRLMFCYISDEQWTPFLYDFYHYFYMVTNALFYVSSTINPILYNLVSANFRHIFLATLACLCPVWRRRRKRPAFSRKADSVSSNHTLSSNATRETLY
NTR1 agonist cell count 20 µM: further read-out of NTR1 agonist, marked with its call; cell count; measured here: cell count, cytotoxicity flag
An asterisk follows results filed as active; i = inactive; · = no result given; [ ] = remark or other dose.

molecule	KOR beta-arrestin-1	NOD1 NF-kB reporter	KOR beta-arrestin-2	Rac1 GTP hydrolysis	K1F lysis inhibition	GPR55 activation	GPR35 arrestin U2OS	GPR55 LPI antagonism	NTR1 agonist	NTR1 agonist cell count 20 µM
Clc1cccc(Nc2nc(-c3ccncc3)nc3ccccc23)c1	2.4%	-2%	4%	8%	0.7%	0.2%	-2%	-5%	3.0	54
Cc1csc(SCC(=O)NCc2ccccc2)n1	-3.1%	-28%	-4%	-1%	0.2%	-0.4%	4%	12%	0.5	59
Cc1ccc(Nc2c(-c3ccc(N4CCOCC4)cc3)nc3ncccn23)cc1C	-0.4%	13%	-23%	8%	-2.6%	-0.2%	-11%	10%	0.9	108
COC(=O)c1sc(NC(=O)c2c(F)cccc2F)c(C#N)c1C	-1.7%	-29%	-13%	4%	0.3%	-0.3%	10%	-5%	-0.3	61
Cn1c(=O)c2c(SCC(=O)Nc3ccc4c(c3)OCCO4)nc(CC(C)(C)C)nc2n(C)c1=O	-0.8%	7%	-8%	-1%	5.4%	-0.3%	3%	26%	5.4	62
CCOc1ccc(N2C(=O)CC(N3CCN(c4ccccc4OC)CC3)C2=O)cc1 (stereo not given)	-1.5%	47%	-44%[20 µM]	9%	0.0%	-0.1%	-17%	1%	-1.3	58
CC(=O)c1ccc(OCC(O)CN2C(C)(C)CC(O)CC2(C)C)cc1 (stereo not given)	3.4%	-16%	-23%	4%	-0.8%	0.3%	-3%	0%	-0.3	71
CCn1c(SCC(=O)Nc2ccc(C(C)=O)cc2)nc2ccccc21	4.4%	10%	-66%	9%	0.1%	0.0%	-11%	-10%	-3.3	85
Cc1cccc(CN2C(=O)c3ccccc3Sc3ccc(C(=O)NCCCN4CCOCC4)cc32)c1	-1.5%	-25%	-5%	14%	0.0%	0.2%	6%	1%	0.5	59
CC1CC(C)CN(C(=O)Nc2ccccc2F)C1 (stereo not given)	3.6%	1%	-4%	11%	0.3%	-0.1%	-3%	2%	2.3	45
O=C(O)c1ccc(/C=N/NC(=O)c2ccc(NS(=O)(=O)c3cccs3)cc2)cc1	12%	-3%	-10%	-5%	-0.4%	0.4%	12%	-4%	0.7	72
COc1ccc(/C=C/C(=O)N2CCN(c3ccccn3)CC2)c2ccccc12	2.5%	-38%	-7%	3%	0.7%	0.2%	2%	9%	1.0	58
Cc1ccc(C)n1-c1ccncc1	-3.2%	-11%	-16%	12%	0.1%	-0.2%	11%	2%	-1.6	38
O=c1[nH]c(C2CCCN(S(=O)(=O)c3ccccc3)C2)nc2c1nnn2Cc1ccccc1F (stereo not given)	-1.1%	-22%	-32%	18%	0.6%	-0.3%	3%	-2%	-0.1	39
CC(C)C(NC(=O)c1cccs1)C(=O)NC1=NCCS1 (stereo not given)	6.4%	-30%	14%	1%	-0.8%	-0.1%	-5%	-2%	-0.8	65
N#CC(C#N)=NNc1ccc([N+](=O)[O-])cc1	-4.2%	-6%	20%	6%	0.7%	-0.3%	-18%	18%	3.3	62
CCNC(=S)NNC(=O)Nc1ccccc1	-1.9%	-1%	1%	0%	4.4%	0.2%	6%	3%	-1.2	70
Cc1onc(-c2ccccc2)c1C(=O)OCC(=O)Nc1cc(S(=O)(=O)N2CCOCC2)ccc1Cl	-3.7%	-12%	9%	-12%	0.3%	0.2%	-5%	1%	0.3	46
CC1CCCCN1C(=O)C(Cc1ccccc1)N1C(=O)C2CCCCC2C1=O (stereo not given)	-3.0%	-3%	19%	-3%	4.2%[50 µM]	0.2%	-4%	5%	-1.6	56
Nc1ccc(C(=O)N2CCN(S(=O)(=O)c3ccc4c(c3)OCCO4)CC2)cc1[N+](=O)[O-]	4.9%	16%	-23%	4%	0.0%	-0.1%	0%	-2%	1.0	49
CCCn1c(CNc2ccc(Br)cc2)nc2ccccc21	0.5%	24%	21%	-4%	1.8%	-0.2%	-5%	13%	3.4	77
N#CC(C#N)=C/C(C#N)=C(/N)N1CCN(c2ccc(Cl)cc2)CC1	1.6%	18%	12%	8%	-0.1%	-0.1%	-3%	2%	21	78
COCCn1c(N2CCN(c3ccc(OC)cc3)CC2)nc2c1c(=O)n(C)c(=O)n2C	16%	2%	-56%	30%	3.0%	0.5%	14%	-4%	-0.1	70
CCN1CCN(c2nc3c(c(=O)[nH]c(=O)n3C)n2CCSc2nc3ccccc3s2)CC1	-2.4%	7%	-31%	1%	2.2%	-0.2%	6%	12%	-0.5	62
COc1ccccc1-c1c(C(F)(F)F)oc2cc(OS(C)(=O)=O)ccc2c1=O	0.0%	-18%	0%	15%	0.1%	0.1%	4%	-8%	3.7	66
CC1=C/C(=N\NC(=O)c2cccs2)CC(C)(C)C1	-0.9%	-17%	9%	3%	0.9%	0.5%	-4%	24%	2.8	70
O=[N+]([O-])c1cc(S(=O)(=O)C(F)(F)F)ccc1N1CCN(c2ccccc2)CC1	2.3%	-10%	-2%	6%	7.5%	0.2%	0%	6%	4.4	62
CC[N+](C)(C)CC/C=C1/c2ccccc2Sc2ccc(Cl)cc21	4.1%	-10%	-7%	·	·	-0.1%	16%	13%	0.1	36
O=C(CN1CCN(c2ccc(F)cc2)CC1)c1cccs1	-3.7%	-10%	0%	2%	0.9%	-0.3%	10%	-5%	0.1	46
Cc1c(NS(=O)(=O)c2ccccc2)c(=O)n(-c2ccccc2)n1C	-0.4%	-13%	-4%	2%	0.0%	0.6%	1%	8%	-1.2	88
Cc1cc(Nc2ncc(Cl)cc2Cl)n(-c2ccccc2)n1	9.9%	20%	3%	4%	3.4%[50 µM]	-0.3%	-1%	6%	2.1	41
COc1ccc(N(CC(=O)Nc2cccc(N(C)S(C)(=O)=O)c2)S(=O)(=O)c2ccc(C)cc2)cc1	·	·	3%	2%	0.4%	-0.1%	6%	1%	1.2	42
CC12CC(NC(=O)N1c1cccc(C(=O)N3CCN(c4ccccc4F)CC3)c1)c1ccccc1O2 (stereo not given)	-1.1%	-11%	-46%	5%	3.2%	0.2%	15%	3%	3.0	61
O=C(c1ccccc1CCc1ccccc1)N1CCN(c2ccccn2)CC1	-2.2%	-6%	24%	12%	-0.1%	0.1%	17%	5%	-0.3	52
COc1ccc(OC)c(C2C(C#N)=C(N)Oc3c2c(C)nn3-c2cccc(Cl)c2)c1 (stereo not given)	-4.0%	18%	-21%	7%	5.5%	0.4%	-7%	14%	0.4	66
O=C(OCc1ccccc1)c1cccnc1Cl	2.5%	-18%	-26%	5%	0.2%	-1.1%	5%	-15%	-0.1	70
COC(=O)Cc1ccc(NC(=S)NCc2cccc(OC)c2)cc1	1.0%	-23%	-12%[20 µM]	3%	0.6%	0.2%	3%	-2%	-0.8	94
CCOC(=O)Cc1nnc(NC(=O)COc2ccc(OC)cc2)s1	6.3%	-9%	-17%	1%	i	-0.1%	4%	12%	0.0	92
CCn1c(C)nc2cc(S(=O)(=O)Nc3ccc(C)cc3)ccc21	-6.4%	-12%	-57%[20 µM]	-10%	0.0%	-0.1%	-5%	0%	2.1	30
CCN1C(=O)C(CC(=O)Nc2cc(C)ccc2C)SC1=Nc1ccc(S(N)(=O)=O)cc1 (stereo not given)	-1.6%	-10%	-11%	0%	7.2%	0.3%	3%	2%	-0.4	68

Whole records from above. Screens in order: KOR beta-arrestin-1, NOD1 NF-kB reporter, KOR beta-arrestin-2, Rac1 GTP hydrolysis, K1F lysis inhibition, GPR55 activation, GPR35 arrestin U2OS, GPR55 LPI antagonism, NTR1 agonist, NTR1 agonist cell count 20 µM
Cc1cccc(CN2C(=O)c3ccccc3Sc3ccc(C(=O)NCCCN4CCOCC4)cc32)c1 reads -1.5%, -25%, -5%, 14%, 0.0%, 0.2%, 6%, 1%, 0.5, 59
CC(=O)c1ccc(OCC(O)CN2C(C)(C)CC(O)CC2(C)C)cc1 (stereo not given) reads 3.4%, -16%, -23%, 4%, -0.8%, 0.3%, -3%, 0%, -0.3, 71

The listing continues.
molecule	KOR beta-arrestin-1	NOD1 NF-kB reporter	KOR beta-arrestin-2	Rac1 GTP hydrolysis	K1F lysis inhibition	GPR55 activation	GPR35 arrestin U2OS	GPR55 LPI antagonism	NTR1 agonist	NTR1 agonist cell count 20 µM
COc1ccc(C(=O)N2CC3(CC(c4cccc(NC(=O)COc5ccc(Cl)cc5)c4)=NO3)C[C@@H]2C(N)=O)cc1 (stereo not given in full)	5.6%	-5%	9%	12%	-0.1%	-0.1%	-11%	7%	4.2	88
S=C1NC(c2ccccc2)=NCN1c1ccc(Cl)cc1	-3.2%	-30%	20%	8%	1.4%	-0.1%	9%	-4%	5.1	64
Fc1ccc(Nc2c3c(nc4ccccc24)CCC3)cc1	-2.7%	-16%	-4%	12%	0.6%	0.0%	-4%	14%	15	55
CNc1c(NS(=O)(=O)c2ccc(F)c(Cl)c2)c(=O)oc2ccccc12	0.0%	-7%	-17%	3%	-0.4%	-0.2%	3%	11%	-1.0	48
CC1CCCN(C(=O)CCc2ccccc2)C1 (stereo not given)	-2.3%	-22%	-14%	7%	2.6%[50 µM]	-0.3%	·	13%	-0.4	51
Cc1ccccc1NC(=O)/C(C#N)=C/c1ccccc1C(F)(F)F	2.4%	-27%	28%	9%	4.2%	-0.5%	-2%	0%	2.3	64
CCc1nc2oc3cc(OC)ccc3c(=O)c2c(=O)n1Cc1ccco1	-1.3%	-16%	4%	10%	0.4%	-0.1%	2%	3%	2.2	85
O=C(N/C(=C/c1ccccc1)C(=O)N1CCCCCC1)c1ccccc1	-1.7%	-13%	8%	4%	-0.5%	-0.4%	-1%	1%	-1.3	35
CCOc1ccc(CCNC(=O)CS(=O)Cc2nc(-c3ccc(OC)c(OC)c3)oc2C)cc1OCC (stereo not given)	-3.1%	-8%	-20%	10%	0.1%	-0.2%	28%	-16%	0.7	69
COc1ccccc1NC(=O)CSc1nc2nc(C)cc(C)c2c(=O)[nH]1	2.3%	-33%	12%	14%	0.2%	0.0%	8%	-9%	0.5	47
CC(=O)c1c(N2CCN(C(=O)c3ccco3)CC2)nc(=S)n(-c2ccccc2)c1C	-1.8%	-8%	-20%	18%	2.1%	-0.1%	5%	3%	0.6	83
C#CCOc1ccc(Cl)cc1/C=N/O	2.7%	34%	12%	-1%	-1.3%	0.4%	-6%	1%	1.1	39
O=C(NCC1(N2CCOCC2)CCCCC1)c1cccc(S(=O)(=O)N2CCc3ccccc3C2)c1	0.2%	-50%	-8%	10%	0.1%	0.0%	0%	-16%	5.6	58
Nc1nc2ncc(C(=O)c3cc(F)ccc3O)cc2s1	1.7%	-13%	27%	10%	0.5%	0.2%	-1%	4%	2.5	64
COc1ccc(OC)c(S(=O)(=O)N2CCCC(C)C2)c1 (stereo not given)	6.8%	-24%	25%	-4%	-0.5%	0.1%	-14%	19%	-0.5	68

The list is partial; the hit share may differ from the screen's.
